# From PubChem
# CDK5 p35 inh: CDK5/p35 (human) kinase inhibition. Q00535+Q15078. Recombinant CDK5/p35, ADP-Glo luminescence, 60 min. inhibition, % at 10 µM. 330,000 compounds, 0.01% hits. AID 488839;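 active means highest replicate inhibition of at least 50% and at least 75% of replicates reaching 50%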;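 further: plate controls were DMSO neutral control for no effect and GW8510 at 10 µM for full effect; many of its hits are not listed in these tables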
# NSD2 HMT inh: NSD2 (human) methyltransferase inhibition; inhibition, % at 12.5 µM; O96028; NSD2 peptide methylation, AlphaScreen, 120 min; 310,000 compounds, 0.54% hits; in the data active means inhibition above about 50%
# PvdQ acylase: P. aeruginosa PvdQ acylase inhibition; 340,000 compounds, 0.063% hits; inhibition, % at 10 µM; AID 488965; purified PvdQ acylase, fluorescence plate reader; in the data active means inhibition above about 30%, passing the limit was not always enough;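 further: 0% = vehicle neutral wells and 100% = reference inhibitor wells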
# dFosB act: enhances mouse delta FosB homodimer DNA binding. 340,000 compounds, 0.99% hits. purified delta FosB, TAMRA-CDK5 oligo fluorescence polarization; percent of positive-control signal above neutral wells. activation, % at 25 µM. P13346. AID 493131;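 active means mean activation above about 17%, with every replicate also reaching it, limit read from the data, passing the limit was not always enough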;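 further: fluorescence polarization rise as delta FosB binds a TAMRA Cdk5 AP-1 oligo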
# Target sequence (P13346 whole entry, looked up): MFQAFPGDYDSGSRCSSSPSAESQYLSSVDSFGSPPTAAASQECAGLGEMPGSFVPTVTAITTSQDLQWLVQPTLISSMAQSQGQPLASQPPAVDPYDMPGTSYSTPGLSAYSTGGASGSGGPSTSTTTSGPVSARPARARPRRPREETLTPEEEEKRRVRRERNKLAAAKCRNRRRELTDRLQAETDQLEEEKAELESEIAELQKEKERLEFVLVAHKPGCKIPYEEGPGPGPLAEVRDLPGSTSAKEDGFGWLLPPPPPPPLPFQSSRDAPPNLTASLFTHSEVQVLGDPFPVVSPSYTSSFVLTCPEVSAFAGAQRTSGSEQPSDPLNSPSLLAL
# V-ATPase pHluor: alters yeast V-ATPase proton transport | S. cerevisiae, pHLuorin cytosolic pH fluorescence | response, % at 10 µM | 350,000 compounds, 0.37% hits | AID 504577; in the data active means response mostly above about 7.3%, no sharp cut-off; inactive means mostly below about 5.4%; further: actives read high; inactives centre near 0; some compounds called inactive have numbers as strong as hits; reference of the scale not given here
# Wnt bcat act: activates Wnt/beta-catenin signaling in a reporter cell assay | activator, plate reader | activation, % at 9.35 µM | 300,000 compounds, 1.2% hits | AID 743398; in the data active means activation above about 30%, passing the limit was not always enough;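 further: 0% = neutral control wells and 100% = positive control wells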
# MITF act: MITF TRPM1 promoter activation in melanoma cells; activation, % at 12.5 µM; SK-MEL-5 TRPM1-promoter luciferase, 24 h; % of positive control, neutral wells = 0; AID 588334; 300,000 compounds, 0.75% hits;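 active means mean activation of at least 80% with every replicate also reaching 80%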;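 further: 0% = neutral control wells and 100% = parthenolide positive control wells; values of inactives mirror those of a sister screen read the other way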
# HTR5A inv ag: counter-screen for OPRM1-OPRD1 inverse agonists: human HTR5A inverse agonism. HTR5A cell line, luminescence. inhibition, % at 9.3 µM. 340,000 compounds, 0.083% hits. AID 504634; in the data active means inhibition mostly above about 23%, no sharp cut-off; inactive means mostly below about 18%;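 further: 0% = cells with DMSO and 100% = no-cell wells with DMSO; some compounds called inactive have numbers as strong as hits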
# HTR5A ag ctr: HTR5A agonism, opioid heterodimer counter-screen. P47898. HTR5A agonist assay, luminescence, cell-based. activation, % at 9.3 µM. 340,000 compounds, 0.61% hits. AID 504692; in the data active means activation mostly above about 9.5%, no sharp cut-off; inactive means mostly below about 7.6%;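 further: 0% = cells with vehicle only and 100% = reference agonist; strong numbers were not always called active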
# SR-BI DiI inh: mouse SR-BI HDL lipid transfer inhibition | Q61009 | ldlA[mSR-BI] CHO cells, DiI-HDL uptake fluorescence, 3 h | inhibition, % at 12.5 µM | 320,000 compounds, 0.96% hits;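 active means mean replicate inhibition of at least 70% and a set share of replicates each scoring 70 or more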;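 further: 0% = median of neutral control wells and 100% = median of positive control wells; values of inactives mirror those of a sister screen read the other way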
# Target sequence (Q61009 whole entry, looked up): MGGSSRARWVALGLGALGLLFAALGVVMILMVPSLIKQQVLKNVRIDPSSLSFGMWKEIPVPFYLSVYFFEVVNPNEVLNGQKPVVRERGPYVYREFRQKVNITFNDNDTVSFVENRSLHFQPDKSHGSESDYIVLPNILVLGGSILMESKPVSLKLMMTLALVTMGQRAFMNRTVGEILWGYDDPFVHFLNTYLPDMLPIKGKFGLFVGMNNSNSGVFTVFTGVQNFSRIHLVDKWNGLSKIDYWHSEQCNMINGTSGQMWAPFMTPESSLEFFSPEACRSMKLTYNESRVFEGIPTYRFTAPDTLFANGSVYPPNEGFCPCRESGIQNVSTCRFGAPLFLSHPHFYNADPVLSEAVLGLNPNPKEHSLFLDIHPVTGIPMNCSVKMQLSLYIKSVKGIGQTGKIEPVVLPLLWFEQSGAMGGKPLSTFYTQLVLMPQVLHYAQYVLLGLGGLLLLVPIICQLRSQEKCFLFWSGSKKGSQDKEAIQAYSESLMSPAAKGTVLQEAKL
# Active calls of the source: *; . = not tested or not shown; & = joins results of further samples.
# Order of results – HTR5A inv ag	CDK5 p35 inh	Wnt bcat act	SR-BI DiI inh	MITF act	PvdQ acylase	HTR5A ag ctr	V-ATPase pHluor	dFosB act	NSD2 HMT inh
O=C(Nc1cccc(Oc2ccc3c(c2)C(=O)NC3=O)c1)c1cccs1
  -6.5	0.2	-9.7	-6.4	0.3	5.3	-5.6	0.6	-16.6	-1.5
N#Cc1cccc(C(c2nnnn2CCc2ccccc2)N2CCN(C3CCCCC3)CC2)c1 (centres undefined)
  11.0	-1.5	-3.6	8.1	-3.8	-9.5	-2.1	-1.8	-5.6	.
CC(/C=C1\SC(=S)N(C(C(=O)O)c2ccccc2)C1=O)=C\c1ccccc1 (centres undefined)
  10.6	1.2	11.9	.	-2.2	-3.6	10.4	8.6	-2.1	44.8
O=S(=O)(N[C@H]1C[C@@H](NS(=O)(=O)OCC(Cl)(Cl)Cl)C2CCCCC21)OCC(Cl)(Cl)Cl (some centres undefined)
  -23.6	0.2	0.4	25.0	-0.8	-3.1	4.1	0.5	-5.1	.
CCSC1=C(C#N)C(c2ccccc2Cl)CC(=O)N1 (centres undefined)
  10.0	0.5	-1.2	-1.1	.	-17.6	0.6	-1.8	0.4	0.2
COc1ccc(OC)c(/C=N/NC(=O)CC(=O)NC2CCCCC2)c1
  -6.2	-0.1	-1.4	-19.5	-1.9	5.9	0.7	0.0	-2.4	-0.3
NNC(=O)CN1CCN(c2ncc(C(F)(F)F)cc2Cl)CC1
  -3.4	0.2	-1.8	-15.0	-5.3	-12.3	1.2	0.4	3.2	-4.1
COc1ccc(F)cc1C(=O)C1CCCN(Cc2c[nH]c3ccccc23)C1 (centres undefined)
  -14.9	0.4	-1.6	7.9	5.4	-14.3	6.5	-1.9	-7.3	3.9
CC(C(=O)NC(=O)NC1CCCCC1)N1CCN(c2ccccn2)CC1 (centres undefined)
  17.9	-0.2	-1.9	-15.4	.	-14.2	-1.9	0.0	-4.3	3.5
O=C(Nc1ccccc1N1CCCCC1)c1ccc(F)cc1
  -30.4	-0.4	.	52.8	-0.5	2.4	2.6	-0.7	-2.9	-5.3
Cc1ccc(-n2c(=O)c3sccc3n(CC(=O)NCC3CCCO3)c2=O)cc1F (centres undefined)
  -2.1	-0.1	-0.3	6.7	-4.0	-16.3	1.2	1.6	-3.9	.
Cc1cc(NC(=O)NC(=O)c2ccccc2F)no1
  -12.6	-0.2	0.6	-11.5	18.3	7.3	-1.4	-1.5	6.7	-1.5
CC1Cc2cc(/C(O)=C3/C(=O)C(=O)N(CCN4CCOCC4)C3c3ccc(N(C)C)cc3)ccc2O1 (centres undefined)
  9.2	-4.4	-3.7	-11.4	0.0	-4.2	-2.3	4.4	-5.2	-4.1
Cc1noc(/C=C/N(C)C)c1S(=O)(=O)N1CCCC(C(=O)NCc2ccco2)C1 (centres undefined)
  -13.2	-0.8	-3.1	-36.2	.	-7.5	0.1	-1.1	-7.1	.
CC(C)Cc1cc(-c2ccco2)c(C#N)c(N)n1
  -32.1	0.0	.	-3.6	.	-2.3	9.1	0.6	0.8	-1.4
CCC(=O)Nc1ccc(S(=O)(=O)N2CCC(c3nc4ccccc4[nH]3)CC2)cc1
  0.9	2.1	1.1	-15.5	-4.9	-13.9	-0.3	-1.6	4.0	0.5
Cc1ccccc1C(=O)NC(=S)NC1CCS(=O)(=O)C1 (centres undefined)
  8.8	-0.9	1.8	-7.2	2.6	-9.9	-1.4	-3.1	-2.4	0.3
Cc1ccc(/C=N/NC(=O)Cc2c(F)cccc2Cl)s1
  -1.8	1.0	9.5	-6.0	1.7	10.1	-3.5	-3.4	-7.7	3.1
O=[N+]([O-])c1ccccc1CCc1ccccc1[N+](=O)[O-]
  -4.0	0.2	-4.0	20.3	-4.8	3.4	1.0	-2.3	-2.2	24.7
O=C(CSc1nccn1Cc1ccccc1)NC1CCCC1
  -10.4	0.4	-1.7	-20.9	8.4	-11.2	1.7	4.5	-0.1	-1.9
CC1SC(c2ccccc2Cl)NC1=O (centres undefined)
  -3.0	0.7	.	-10.3	-0.6	-1.2	-2.3	-1.2	-2.0	-7.9
Cc1ccc(NC(=O)CCCc2c[nH]c3ccccc23)nc1
  -6.9	-0.4	1.4	-25.5	-9.8	-4.5	1.9	0.6	6.8	0.5
CCS(=O)(=O)n1nc(-c2cccnc2)nc1NCc1ccc(F)cc1
  -3.7	-1.3	-1.0	9.6	-2.0	-14.2	-0.9	0.7	-9.0	-0.2
O=C(c1ccco1)N1CCN(C(=O)c2cc(Cl)nc3ccccc23)CC1
  -9.0	1.0	-2.7	13.4	-8.6	-17.8	0.2	0.3	2.5	-3.1
Clc1ccc(-n2c(SC/C=C/c3ccccc3)nnc2-c2cccnc2)cc1
  16.0	-0.4	.	17.2	-8.4	-8.2	-0.5	2.7	-10.2	.
Cc1cccc(-c2nnc3n2N=C(c2ccccc2Br)CS3)c1
  -3.0	-1.7	.	7.9	3.5	-10.2	0.4	1.9	-21.8	-4.2
COC(=O)c1ccc2c(c1)C(NC(C)=O)CCc1cc(OC)c(OC)c(OC)c1-2 (centres undefined)
  -8.7	1.3	-22.2	-6.9	.	-5.5	2.3	-3.7	-6.6	-0.6
CCOC(=O)c1cn(CC)c2ccc(Br)cc2c1=O
  7.3	0.7	.	5.8	.	-6.5	1.2	0.3	-2.5	-1.0
O=C(Cc1coc2ccc3ccccc3c12)N1CCCC1
  2.0	2.0	.	0.6	-11.9	6.3	-0.8	-4.0	-3.9	2.0
CCC(=O)Nc1nnc(S(=O)(=O)N2CCCC2)s1
  -27.1	1.4	-1.9	-6.4	.	5.7	9.3	4.1	-4.7	.
CCc1ccc(NC(=O)CC2C(=O)NCCN2C(=O)c2ccc(F)cc2)cc1 (centres undefined)
  -0.8	0.3	-0.6	-4.6	12.4	-9.5	0.3	-2.0	-0.2	-3.3
CC(=O)c1cccc(NC(=O)N2CCC(c3ccc(C)cc3)C2)c1 (centres undefined)
  -16.0	-1.8	4.1	.	5.3	-12.3	6.9	3.4	0.9	-1.0
CN(C)c1cc[n+](/C(C(=S)Nc2ccc(SC(F)F)cc2)=C(/[O-])c2ccccc2)cc1
  -25.1	1.8	-0.4	.	-13.8	-3.0	9.6	-0.6	0.2	.
N#C/C(=C(/O)COc1cccc2ccccc12)c1nc2ccccc2[nH]1
  -26.5	1.0	.	-29.2	-16.2	-7.5	1.9	-5.2	9.5	.
CC(C)CNc1nc(Oc2ccc(=O)[nH]n2)nc(N(C)C)n1
  3.8	0.9	.	-3.2	5.9	-8.3	-3.6	-2.8	-2.8	-11.7
CCOC(=O)N1CCN(C(=O)CN(Cc2ccc(Cl)cc2)S(=O)(=O)c2ccccc2)CC1
  13.9	1.6	-5.9	8.4	0.3	-4.1	-3.1	6.5	-0.3	-6.5
COc1ccc(C2CC(c3ccc(F)cc3)Nc3nc(N)nn32)cc1 (centres undefined)
  6.6	0.4	-1.2	0.5	-10.3	-2.3	-2.5	-2.4	-1.6	.
COc1cc(NC(=O)CN(C)C2CCCCC2)c(C)cc1[N+](=O)[O-]
  0.2	-1.9	-1.4	44.1	2.7	-0.7	4.6	0.0	1.0	-2.6
O=C(O)COCC(=O)N1CCCN(c2ccc(C(F)(F)F)cn2)CC1
  1.8	-0.1	0.8	8.1	0.8	14.6	-0.5	0.9	-0.7	-2.5
COCC(C)NC(=O)C1c2ccccc2Oc2ccccc21 (centres undefined)
  0.2	0.4	1.9	-22.7	-4.4	0.7	-0.1	-3.2	-0.7	-2.2
O=C(NCCn1ccc2ccccc21)c1ccc(S(=O)(=O)N2CCOCC2)cc1
  -23.5	-0.4	-0.7	15.8	-7.3	-11.9	-0.7	-1.3	-2.9	.
Cc1oc(C(C)(C)C)cc1C(=O)N1CCCC1C(=O)O (centres undefined)
  10.2	-1.7	.	.	.	13.7	-3.3	2.8	1.2	2.0
Cn1cc(C2NC(=O)c3ccccc3N2)c2ccccc21 (centres undefined)
  7.7	-0.4	20.8	-0.4	7.0	-16.0	-2.0	-0.8	-4.5	-1.0
NC(=O)c1nsc(C(=O)N(c2cccc(O)c2)C(C(=O)NC2CCCC2)c2ccc(Cl)cc2)c1N (centres undefined)
  -9.6	-1.2	-3.8	-12.1	-8.7	-2.7	-2.0	0.9	71.2*	-1.5
Cc1cccc(NS(=O)(=O)c2cccc(C(=O)NCC(c3ccco3)N3CCCCC3)c2)c1 (centres undefined)
  13.0	0.6	-0.2	-3.1	-1.0	3.1	-5.2	3.2	-5.7	1.6
Cc1cccc(NC(=O)C2CCN(C(=O)[C@@H]3Cc4ccccc4CN3)CC2)c1
  1.1	0.1	3.9	8.8	-0.9	-8.3	-0.3	5.5	-5.8	-6.0
O=C(Cn1cc2c(n1)CCCCC2)N1CCc2ccccc21
  -6.0	-1.6	4.3	-3.5	.	-4.8	2.2	-0.4	-3.5	.
CC(=S)c1c(C)cc2cc(C)ccn12
  12.9	0.6	-2.2	7.4	23.5	-8.2	-0.1	-1.8	0.8	10.0
CCOC(=O)c1nnn(-c2nonc2N)c1-c1cccs1
  3.6	0.1	0.4	.	-0.9	6.9	-1.4	-1.4	-2.2	-3.3
Cc1onc(-c2ccccc2)c1C(=O)Nc1ccccc1C#N
  -10.3&-10.8	1.0&0.2	-7.3&-3.1	-8.2&-5.2	0.1&2.6	1.7&-15.8	3.4&3.6	-1.8&-0.7	0.3&3.9	.
Cc1nn(Cc2ccccc2)c(C)c1/C=N/NC(=O)c1ccccc1O
  -1.4	2.1	-0.3	17.8	17.3	-13.1	0.4	4.8	-6.4	1.8
CC1(C)C2CC[C@]1(C)C(=O)N(CCCCN1CCN(c3ccccn3)CC1)C2=O
  -1.0	-0.6	0.3	5.0	-4.9	-18.6	0.3	-4.0	-3.5	0.4
CCCCNC(=S)N1CCN(Cc2ccc3c(c2)OCO3)CC1
  0.0	2.4	-0.9	-12.9	-3.3	-19.4	0.0	-1.7	0.3	2.0
Cc1nc(SC(C)C)[nH]c(=O)c1Cc1ccccc1
  19.9	0.2	1.8	-8.8	-7.1	1.8	-8.4	0.7	2.9	9.2
O=C(CN(Cc1ccccc1)C(=O)c1cc2c(s1)CCC2)NCc1cccs1
  5.4	0.3	-4.9	3.7	5.9	1.5	-2.6	-8.0	-9.3	0.6
CCC(=O)N1C(C(=O)O)CSC1c1ccc(OC)cc1 (centres undefined)
  1.9	0.8	0.5	-12.2	6.1	-8.2	-0.7	0.4	-3.4	.
Cc1ccc(OCC(=O)NNC(=O)c2ccc(NC(=O)C3CC3)cc2)c(C)c1
  9.0	-2.9	1.1	30.9	8.5	-7.8	-3.5	-0.1	34.5*	-1.7
CSc1cccc(NC(=O)COC(=O)C2(c3ccccc3)CC2)c1
  3.1	-0.3	-3.9	3.8	9.8	-5.6	-0.8	1.6	-8.9	-1.5
Cc1cc(C)c2oc(C(=O)Nc3ccc(S(=O)(=O)N4CCC(C)CC4)cc3)cc(=O)c2c1
  -3.1	-0.2	-1.4	59.8	-16.6	2.0	1.2	-2.6	23.4*	.
